PP1 counter = PP1-alpha phosphatase inhibitors, primary screen, counter-screen for PP5 inhibitor project, biochemical, fluorescence, OMFP substrate, single point; Serine/threonine-protein phosphatase PP1-alpha catalytic subunit (Homo sapiens), P62136; AID 2235, 2010; purified PP1alpha; 0.9% of 320,000 active; inhibition, % at 6.7 µM;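 active = inhibition above the mean inhibition of all tested compounds plus 3 SD, computed separately for each screening campaign, cut at about 15% in these data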
Target sequence (P62136 whole entry, looked up): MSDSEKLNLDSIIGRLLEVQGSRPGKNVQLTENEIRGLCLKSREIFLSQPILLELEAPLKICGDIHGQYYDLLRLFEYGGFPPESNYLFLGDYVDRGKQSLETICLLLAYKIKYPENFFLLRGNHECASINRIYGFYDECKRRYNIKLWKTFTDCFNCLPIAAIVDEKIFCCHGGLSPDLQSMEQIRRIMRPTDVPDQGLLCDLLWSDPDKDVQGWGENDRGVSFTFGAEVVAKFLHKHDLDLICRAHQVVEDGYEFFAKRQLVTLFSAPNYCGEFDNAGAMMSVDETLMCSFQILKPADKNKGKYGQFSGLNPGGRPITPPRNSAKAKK
HCV core dimer = inhibitors of HCV core protein dimerization, primary screen, biochemical, TR-FRET, high-throughput; TR-FRET GST/Flag-core106 dimerization, 1536-well; inhibition, % at 5 µM; 0.33% of 300,000 active;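 active = inhibition above the mean of all tested compounds plus 3 SD, set per screening campaign, cut at about 45% in these data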
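Material: Tagged HCV core106 pair (GST and Flag) | Amount: GST-core106 13.5 nM, Flag-core106 17 nM | Medium: KF-containing HEPES buffer, pH 7.45, DTT, CHAPS, BSA | Reagent: Eu donor and XL665 acceptor anti-tag antibodies | Schedule: 4 h at 22.5 °C | Technique: Time-resolved FRET, ex 340 nm, em 617 and 671 nm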
JMJD2C inh = inhibitors of GASC-1 histone demethylase, primary screen, biochemical, fluorescence, DELFIA europium; GST-JMJD2C(1-420) H3K9me3 demethylation; inhibition, % at 2.35 µM; 0.069% of 330,000 active;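 active = more than half of a compound's replicate wells show inhibition beyond 50%, single wells judged on their own value; inconclusive = some, but no more than half, of replicates pass 50% inhibition; inactive = no replicate passes 50% inhibition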;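 note: signal counts dimethyl H3K9 product captured on neutravidin plate; 0% = median of DMSO wells and 100% = 0.3 times that DMSO median; strong numbers were not always called active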
TPT1 inh = Candida albicans TPT1 enzyme inhibitors, primary screen, biochemical, fluorescence polarization | tRNA 2'-phosphotransferase TPT1 (Candida albicans SC5314) | 0.81% of 300,000 active | inhibition, % at 5 µM | recombinant caTPT1, FP RNA substrate dephosphorylation;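 active = inhibition above the mean of all tested compounds plus 3 SD, set per screening campaign, cut at about 24% in these data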;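 note: plate controls were DMSO alone for no effect and ferristatin control at 100 nM for full effect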
Fh CTSL1 inh = Fasciola hepatica cathepsin L1 inhibitors, primary screen, counter-screen for PFM18AAP inhibitor project, biochemical, QFRET, fluorogenic peptide substrate; recombinant F. hepatica cathepsin L1, Z-Leu-Arg-MCA fluorescence; inhibition, % at 5.96 µM; 0.49% of 300,000 active; AID 1906, 2009;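 active = inhibition above the mean of all tested compounds plus 3 SD, set per screening campaign, cut at about 17% in these data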;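 note: 0% = plate median of test compound wells and 100% = 1 µM Z-Phe-Ala-diazomethylketone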
ZTA counter = ZTA (EBV) inhibition in EBNA-1 counter-screen. 0.15% of 320,000 active. inhibition, % at 11 µM. ZTA-DNA binding, fluorescence polarization. P03206; in the data active = inhibition above about 33%
Target sequence (P03206 whole entry, looked up): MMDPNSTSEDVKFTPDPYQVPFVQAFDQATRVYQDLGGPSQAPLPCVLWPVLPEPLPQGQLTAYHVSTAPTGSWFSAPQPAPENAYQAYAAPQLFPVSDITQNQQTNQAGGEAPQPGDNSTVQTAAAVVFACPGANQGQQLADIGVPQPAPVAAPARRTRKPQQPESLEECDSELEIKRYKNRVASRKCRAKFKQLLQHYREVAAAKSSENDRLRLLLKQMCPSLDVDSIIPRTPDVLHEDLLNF
EBNA-1 inhibitor = EBNA-1 DNA-binding inhibitors, primary screen, biochemical, fluorescence polarization; 0.34% of 300,000 active; inhibition, % at 14.8 µM; in the data active = inhibition above about 28%
PP5 inh = PP5 phosphatase inhibitors, primary screen, biochemical, fluorescence | Serine/threonine-protein phosphatase 5 (Homo sapiens), P53041 | purified PP5c, OMFP substrate fluorescence | inhibition, % at 6.7 µM | 0.18% of 320,000 active;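 active = inhibition above the campaign's mean inhibition across all tested compounds plus 3 SD, cut at about 9.5% in these data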;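 note: 0% = DMSO only and 100% = 100 µM cantharidin control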
Target sequence (P53041 whole entry, looked up): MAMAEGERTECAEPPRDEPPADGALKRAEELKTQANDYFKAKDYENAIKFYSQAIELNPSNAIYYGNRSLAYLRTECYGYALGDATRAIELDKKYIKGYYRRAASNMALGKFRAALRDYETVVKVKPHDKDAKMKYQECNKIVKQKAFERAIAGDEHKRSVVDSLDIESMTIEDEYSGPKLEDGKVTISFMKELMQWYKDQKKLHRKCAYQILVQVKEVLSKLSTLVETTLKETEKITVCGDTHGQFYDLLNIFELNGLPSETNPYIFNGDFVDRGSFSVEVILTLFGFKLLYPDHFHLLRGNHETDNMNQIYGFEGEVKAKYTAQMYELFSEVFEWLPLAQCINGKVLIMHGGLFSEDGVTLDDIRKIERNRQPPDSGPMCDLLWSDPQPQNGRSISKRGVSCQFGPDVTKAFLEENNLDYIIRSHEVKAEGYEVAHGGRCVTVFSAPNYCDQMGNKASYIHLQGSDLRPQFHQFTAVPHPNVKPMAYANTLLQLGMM
CR mimetic SO = reduction of superoxide in aged yeast, primary screen, HTS; S. cerevisiae aged cells, superoxide DHE fluorescence; hits give low values; superoxide response (% of plate mean), % at 10 µM; 0.18% of 330,000 active;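 active = superoxide response under a set limit, about three screen SD below normal, cut at about 65% in these data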;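 note: yeast aged for seven days with compound at 30 °C before DHE staining; 100% = average MFI of all compound-treated wells on the plate with controls excluded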
Active calls of the source: *; ? = inconclusive; . = not tested or not shown.

Compound	PP1 counter	HCV core dimer	JMJD2C inh	TPT1 inh	Fh CTSL1 inh	ZTA counter	EBNA-1 inhibitor	PP5 inh	CR mimetic SO
Cn1c(CNC(=O)CNC(=O)c2ccccc2)cc(=O)n(C)c1=O	-5	0	?	-1	-2	0	-4	-1.9	97
O=c1cc(-c2ccccc2)nc2nc(CCc3ccccc3)[nH]n12	6	0	15	1	0	-2	4	3.0	116
Fc1ccc(C2CC(c3ccc(F)cc3)n3ncnc3N2)cc1 (configuration not stated)	4	0	5	-2	1	-14	-3	2.8	99
Cc1ccc(NC(=O)Nc2c(C)[nH]c(=O)[nH]c2=O)cc1Cl	5	3	-5	-1	7	-30	-12	-5.7	104
CN(Cc1cccs1)C(=O)C1CCN(S(=O)(=O)c2ccccc2)CC1	-1	.	3	.	.	6	.	-2.5	99
O=C(Nc1ccc(C(F)(F)F)cc1[N+](=O)[O-])O[C@H]1[C@H](Cc2ccccc2)NS(=O)(=O)[C@H]2C[C@@H]3C=C[C@]12O3	7	.	4	.	.	-11	.	3.7	96
CC(=O)Nc1sc(C)c(C)c1C(=O)OCC(=O)N(CC(C)C)c1c(N)n(Cc2ccccc2)c(=O)[nH]c1=O	7	4	-6	0	2	3	1	1.3	98
CC(NC(=O)c1cccc(S(=O)(=O)N2CCCCCC2)c1)c1ccccc1 (configuration not stated)	-1	.	.	.	.	19	.	-1.2	89
O=C(O)c1ccc(NS(=O)(=O)c2ccc(N3C(=O)CCC3=O)cc2)cc1	0	-12	3	1	-5	-6	-1	1.8	100
COc1ccc(-c2nc(NCCCN(C)C)c3ccccc3n2)cc1	-5	7	5	-2	-2	-9	-5	0.7	91
CCN(C(=O)COC(=O)c1cccc(S(=O)(=O)N2CCOCC2)c1)C1CCS(=O)(=O)C1 (configuration not stated)	-4	0	-17	-2	-2	-3	-3	-0.8	83
COc1ccccc1N1CCN(C(=O)c2sc3nc(C)nc(N4CCN(c5ccccn5)CC4)c3c2C)CC1	2	-2	-2	-2	7	-8	4	2.5	83

Additional compounds
Compound	PP1 counter	HCV core dimer	JMJD2C inh	TPT1 inh	Fh CTSL1 inh	ZTA counter	EBNA-1 inhibitor	PP5 inh	CR mimetic SO
O=c1oc(Cl)c(Cl)c2ccccc12	2	1	.	-4	-2	-15	2	2.7	115
Cc1cc(C)c(O)c(-c2cc(C(=O)NCc3ccccc3)[nH]n2)c1	3	6	1	1	-1	0	-4	4.1	101
CCCN1C(=O)c2ccccc2NC1c1ccc(C)cc1 (configuration not stated)	-1	-1	6	-1	1	4	-1	0.1	94
O=C(Cn1cccc1C(=O)c1ccccc1)NCc1ccccc1	1	-4	-8	-3	-1	-7	1	1.7	95
O=C(Nc1ncc(C(F)(F)F)cc1Cl)C1COc2ccccc2O1 (configuration not stated)	-3	-2	-4	-7	0	5	-6	-0.1	98
N/C(=N\OC(=O)Cc1ccccc1[N+](=O)[O-])c1ccccn1	-3	-3	0	3	1	-9	9	-0.9	86
CCOC(=O)CSc1nc2c(c(=O)[nH]c(=O)n2C)n1CCc1ccccc1	-1	2	10	-5	2	0	1	-0.5	107
Nc1nc2c(ncn2[C@H]2C[C@H](O)[C@@H](CO)O2)c(=O)[nH]1	3	5	-23	-3	-1	9	7	-1.6	83
COc1cccc(-c2cc(C(F)(F)F)nc(-n3cccn3)n2)c1	-1	3	9	1	1	9	6	1.1	93
CS(=O)(=O)N1CCc2cc(C(=O)N3CCN(c4ccccc4)CC3)ccc21	-3	6	7	-3	-3	-5	4	3.2	110
COc1ccc(/C=N/NC(=O)COc2ccc(Cl)cc2Cl)cc1Cn1nc(C)cc1C	-2	4	0	-2	6	5	17	0.5	94
Cn1c(=O)c2sccc2n2c(CCCC(=O)NCCc3ccc(S(N)(=O)=O)cc3)nnc12	2	7	8	-2	0	-22	1	2.6	100

Going on with the list.
Compound	PP1 counter	HCV core dimer	JMJD2C inh	TPT1 inh	Fh CTSL1 inh	ZTA counter	EBNA-1 inhibitor	PP5 inh	CR mimetic SO
Cc1ccc2[nH]c(=O)c(CN(Cc3cccs3)S(=O)(=O)c3ccc4c(c3)OCCO4)cc2c1	-2	16	-2	1	-2	10	14	-2.4	101
O=C(CN(Cc1ccc(F)cc1)C(=O)CNS(=O)(=O)c1ccc(F)cc1)NCC1CCCO1 (configuration not stated)	-1	-4	-7	-6	0	-12	3	-0.6	96
COc1ccc(-c2nc(=S)c3c(n2CCN2CCOCC2)CC(C)(C)OC3)cc1	-4	5	-3	-3	8	-5	-4	-3.3	86
O=C(O)C1C2CCC(C2)C1C(=O)NCc1ccccn1 (configuration not stated)	3	-2	7	1	-1	-7	13	-1.7	97
CC(Cc1ccccc1)C(=O)N1CCN(C)CC1 (configuration not stated)	2	-20	1	-3	2	-4	6	1.0	.
O=S(=O)(NCC1CCCO1)c1ccc(-c2ccc(Cl)cc2)cc1 (configuration not stated)	6	3	-6	1	-5	-8	-15	1.9	110
COc1ccc(N2CCN(C(=O)C3CCCO3)CC2)cc1 (configuration not stated)	-5	-5	-5	-2	-2	-12	6	2.3	96
CC1CCCN(C(=O)COC(=O)c2n[nH]c3ccccc23)C1 (configuration not stated)	-1	-3	15	-3	-2	10	-1	0.8	98
Clc1c(CSc2nc3ccccc3o2)nc2sccn12	0	5	6	1	-1	0	1	-0.8	92
Cc1ccc(C(=O)N2N=C(c3ccccc3O)CC2c2ccccc2)cc1 (configuration not stated)	-2	12	2	2	4	8	10	1.9	106
CCOc1ccccc1NC(=O)NNC(=O)c1ccc2ccccc2c1	-3	0	-12	2	0	6	9	1.3	109
Cc1cc(C(=O)N/N=C/c2ccco2)c2ccccc2n1	-2	3	-15	-2	4	-1	4	-4.6	102

Next records.
Compound	PP1 counter	HCV core dimer	JMJD2C inh	TPT1 inh	Fh CTSL1 inh	ZTA counter	EBNA-1 inhibitor	PP5 inh	CR mimetic SO
CCOc1ccc(CN(C)C(=O)CNC(=O)c2ccc(Br)o2)cc1OC	-1	9	-3	3	2	-4	15	2.5	87
O=[N+]([O-])c1cc(C(F)(F)F)ccc1NCCNC(=S)Nc1ccc(Cl)cc1	9	2	3	0	1	-2	-3	7.0	112
Cc1ccc2nsnc2c1NC(=O)Cc1ccc(Cl)cc1	-4	0	-27	8	1	4	2	2.5	96
CC1CCN(S(=O)(=O)c2ccc(NC(=O)CSc3nnnn3C)cc2)CC1	-1	0	-1	-3	0	4	6	7.7	96
CC(=O)N(c1ccccc1Cl)S(=O)(=O)c1ccc(Cl)cc1	-1	-3	6	-2	1	-2	1	-3.2	90
CC(=O)Nc1ccc(NC(=O)Cc2ccc(S(=O)(=O)N3CCCCC3)s2)cc1	2	60*	-3	5	-7	-21	-7	1.8	107
CC(=O)N1CCN(C(=S)c2ccc(Cl)cc2)CC1	0	-4	0	-3	-2	0	-1	2.2	95
Cc1cccc(/C=N/NC(=O)c2ccc(NC(=O)c3ccc(Cl)cc3)cc2)n1	15*	-5	-12	0	-2	-8	0	2.5	100
NC(N)=NC(N)=NCCc1ccccc1	1	5	24	-1	-1	-8	4	-1.1	102
Cc1ccccc1NC(=O)CSc1nc(-c2ccccc2)cc(=O)[nH]1	-5	11	-4	-4	0	-11	-6	0.7	95
CN1CCN(CC(=O)NC(=O)NC2CCCCC2)CC1	-3	.	2	.	.	14	.	-0.3	98
CCOC(=O)NC(=O)c1cn(Nc2ccccc2)c(=O)[nH]c1=O	0	-5	0	0	6	-18	0	1.5	107

Next structures follow.
Compound	PP1 counter	HCV core dimer	JMJD2C inh	TPT1 inh	Fh CTSL1 inh	ZTA counter	EBNA-1 inhibitor	PP5 inh	CR mimetic SO
CC1CCN(C(=O)CSC2=NS(=O)(=O)c3cc(F)ccc3N2)CC1	1	-4	-2	-8	-2	-1	10	-2.4	109
Cc1cc(C)c(NS(=O)(=O)c2ccc(NC(=O)/C=C/C(=O)O)cc2)c(C)c1	-2	2	-10	1	-1	2	-2	2.8	96
Cc1nc2ccccc2nc1Nc1cccc(Cl)c1	2	-7	-3	-3	-1	6	9	2.7	98
Cc1ccc(S(=O)(=O)CCc2nc3ccccc3[nH]2)cc1C	-1	-2	-3	-2	-4	1	-4	-0.1	97
CCOC(=O)C1CCCN(c2ncnc3c2cnn3-c2cccc(C)c2)C1 (configuration not stated)	4	0	?	1	1	-4	-7	1.8	101
O=C1NC(c2ccccc2)(C(F)(F)F)SC2=CCCCCN12 (configuration not stated)	-1	23	0	3	-2	6	3	1.8	101
CC[n+]1c(-c2ccccc2)csc1Nc1c(C)n(C)n(-c2ccccc2)c1=O	1	-3	0	-3	-1	-16	-4	3.4	94
O=C(Nc1ccc(S(=O)(=O)N2CCOCC2)cc1)c1cccc(Br)c1	-2	-4	0	-1	2	-4	-7	-0.8	105
Cn1c(CNC(=O)C(Cc2ccccc2)NC(=O)c2ccccc2F)cc(=O)n(C)c1=O (configuration not stated)	-2	4	5	1	5	3	-9	1.6	99
COC(=O)c1cc(Cl)c(NS(=O)(=O)c2ccccc2)cc1OC	5	8	-6	-3	0	-4	-5	4.0	98
CN(CC(=O)Nc1ccccc1Br)C(=O)c1cccnc1Nc1cccc(C(F)(F)F)c1	3	-1	-6	-1	0	0	-9	8.2	109
Cc1ccc(NC(=O)N2CCCn3c(SCC(=O)c4ccccc4)nnc32)cc1	-6	6	-3	-2	2	4	8	0.8	110

The list goes on:
Compound	PP1 counter	HCV core dimer	JMJD2C inh	TPT1 inh	Fh CTSL1 inh	ZTA counter	EBNA-1 inhibitor	PP5 inh	CR mimetic SO
O=c1c2ccccc2cnn1Cc1n[nH]c(=S)n1-c1cc(Cl)cc(Cl)c1	-2	-2	4	-4	3	-10	1	-1.5	145
Cc1nc(SCC(=O)O)c(C#N)c(-c2ccco2)c1C(=O)N(C)C	-5	0	-3	-5	0	20	3	0.7	97
Oc1ccc(N=Nc2ccccc2)o1	-2	5	-3	1	3	15	11	-0.5	102
Clc1ccccc1CN1CCN(c2ncccn2)CC1	0	3	-9	1	2	-8	5	1.0	101
Cc1[nH]c(=O)c(C#N)c(C)c1CCC(=O)NCc1ccc(Cl)cc1	-9	-7	2	-3	-4	-11	-14	-6.0	73
COCCn1c(-c2ccc3ccccc3c2)nc2c1c(=O)[nH]c(=O)n2CC(C)C	1	8	0	1	1	12	6	-1.2	106
CC(C)(C)NC(=O)C1CCN(C(=O)c2ccc(-c3ccccc3)cc2)CC1	-4	0	-4	0	-4	2	-4	3.1	101
Cc1ccccc1OCCC(=O)OCC(=O)Nc1ccc(N2CCOCC2)cc1	-4	-2	-7	-1	-36	8	9	1.1	96
COc1ccc(-c2cc(-c3c(O)c(OC)c4occc4c3OC)[nH]n2)cc1	-3	3	-5	2	-2	0	1	11*	106
CCOC(=O)c1c(C)[nH]c(C(=O)OCC(=O)N(CC(C)C)C2CCS(=O)(=O)C2)c1C (configuration not stated)	-1	.	10	.	.	-5	.	2.5	93
CCC(C)[C@H](NC(=O)C1CC(=O)N(c2ccc3c(c2)OCCO3)C1)C(=O)NC1CCCC1 (some centres not stated)	-4	5	3	-3	-4	17	0	-0.5	101
Cc1c(-c2ccccc2)[n+](=O)c2c(n1[O-])CCCCC2	-1	-14	3	0	-5	-9	1	-0.6	103
COC(=O)C1=C(C)N(C)C(=O)NC1c1ccc(O)c(OC)c1 (configuration not stated)	-5	15	-1	1	7	23	9	-2.4	95

Source: PubChem
